Source: PubChem BioAssay
ASM inhibitor: blocks human secretory acid sphingomyelinase; AID 504937; actives 0.006% (n = 340,000); placental ASM, HMU-PC fluorogenic substrate, 60 min; Potency, µM (highest dose often 57.5 µM), for inactives: top-dose activity change, negative = inhibition, usual class: inhibitors; P17405; note: potency is the fitted concentration of half-maximal effect
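HMU-PC0 cleavage (9 uM final) by human placental ASM, 60 min at 37 °C following 10 min compound exposure at RT; stopped at pH 10, fluorescence Ex 386/Em 447 nm.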
a7 integrin act: activates integrin-mediated alleviation for muscular dystrophy; alpha7betagal myoblasts, beta-gal FDG fluorescence, 48 h; actives 0.064% (n = 350,000); AID 624291; Potency, µM (series often up to 38.3 µM), inactives show at the highest dose activation, hits mostly activators;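 note: potency is the fitted concentration of half-maximal effect; 100% = response of the positive control SU9516; nearly all actives have a fitted effect of over 60% in size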
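Alpha7betagal+/- myoblasts (passage 13) were plated 16-24 hr, then exposed to compounds (1:260 dilution of DMSO stock) for 48 hours at 37C. After MPER lysis, β-galactosidase reporter activity was read as FDG fluorescence (ex 480/em 540) after 30 minutes.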
ELG1 repair inh: ELG1-dependent DNA repair inhibition; HEK293T ELG1-luciferase reporter, luminescence, 16 h; DNA damage induced by 5-fluorouridine; Potency, µM (top dose mostly 46.1 µM), inactives show top-dose activity change, negative = inhibition, hits mostly inhibitors; actives 2.3% (n = 330,000); AID 504467; note: potency is the fitted concentration of half-maximal effect; % is set by controls: 0 for no effect and ±100 for the full control effect; nearly all actives have a fitted effect of over 55% in size
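Reporter activity after DNA damage by 5-fluorouridine is monitored. Compound-treated cells incubate 16 hr at 37 °C, then ONE-Glo is added for 30 min before luminescence reading.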
Mito fusion yeast: blocks mitochondrial division or promotes mitochondrial fusion; Potency, µM (doses to about 46.1 µM), without a hit: at the highest dose growth rescue (activation), hits mostly activators; actives 0.23% (n = 320,000); S. cerevisiae fusion-defective mutant growth rescue, CellTiterGlo 48 h;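 note: potency is the fitted concentration of half-maximal effect; % of control where 0% means no effect; nearly all actives have a fitted effect of over 45% in size; temperature-sensitive fusion mutants such as fzo1-1 at 37 °C on non-fermentable ethanol glycerol medium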
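Temperature-sensitive fusion-defective S. cerevisiae (e.g. fzo1-1, mgm1-5) were grown with compound in YPEG medium (3% ethanol, 3% glycerol) for 48 hours at 37C. Growth rescue was measured as viability by CellTiterGlo luminescence after 10 minutes at ambient.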
Tb PFK block: inhibitors of T. brucei phosphofructokinase | O15648 | T. brucei PFK, ADP-Glo luminescence | Potency, µM (titrated, usually from 57.5 µM), for inactives: top-dose activity, negative = inhibition, hits mostly inhibitors | actives 0.17% (n = 330,000);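 note: potency is the fitted concentration of half-maximal effect; 0% = uninhibited 1x PFK enzyme wells and -100% = no-enzyme wells; nearly all actives have a fitted effect of over 60% in size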
Target sequence (O15648 whole entry, looked up): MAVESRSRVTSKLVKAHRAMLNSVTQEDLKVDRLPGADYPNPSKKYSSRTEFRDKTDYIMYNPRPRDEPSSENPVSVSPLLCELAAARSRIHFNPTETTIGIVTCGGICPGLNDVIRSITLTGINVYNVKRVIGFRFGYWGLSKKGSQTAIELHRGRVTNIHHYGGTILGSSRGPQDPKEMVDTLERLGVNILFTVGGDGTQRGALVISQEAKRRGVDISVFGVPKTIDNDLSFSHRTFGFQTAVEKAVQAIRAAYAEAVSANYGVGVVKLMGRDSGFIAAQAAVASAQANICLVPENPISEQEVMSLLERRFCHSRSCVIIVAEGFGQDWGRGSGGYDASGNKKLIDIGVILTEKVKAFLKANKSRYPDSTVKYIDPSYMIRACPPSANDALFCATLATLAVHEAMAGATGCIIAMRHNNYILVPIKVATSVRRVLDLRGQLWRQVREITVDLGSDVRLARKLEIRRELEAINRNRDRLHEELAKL
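ADP-Glo luminescence quantified ADP after 45 min at room temperature, with 1.25 nM T. brucei PFK, 0.1 mM ATP and 0.5 mM fructose-6-phosphate in pH 8.0 TEA buffer. qHTS titrations up to 57 µM; curves classified by quality.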
BCR signal inh: blocks chronic active B-cell receptor signaling | ABC-DLBCL IkBa-CBG/CBR reporter, luminescence ratio, 4 h | Potency, µM (highest dose often 46.1 µM), inactives show top-dose ratio change, negative = lower green/red ratio, hits mostly inhibitors | actives 0.05% (n = 340,000); active = well fitted inhibition curve with a large enough effect in the signal ratio, with a control signal flat, not every such curve was filed as active; inconclusive = small, poorly fitted or top-dose-only effect, or effect the other way, or a change in a side signal; the % refers to the signal ratio;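 note: potency is the fitted concentration of half-maximal effect; plate controls were basal doxycycline-induced cells for no effect and cells given 10 µM MG132 for full effect; MG132 reads +100%, hits lower the ratio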
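Compounds up to 46 uM were incubated four hours with TMD8 cells whose green CBG68 luciferase is fused to IkappaBalpha; red CBR luminescence normalised the signal, and concentration-effect curves were fitted to fusion, red and ratio data.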
TCR act: activators of T cell receptors; primary human leukocytes, anti-CD3, IL-2 HTRF, 48 h; Potency, µM (series often up to 9.22 µM), for the others: at the top dose activation of IL-2 secretion, hits mostly activators; 330,000 tested, under 10 active; note: % of control where 0% means no effect
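IL-2 release read by HTRF sandwich (Eu cryptate donor, d2 acceptor, 665 nm emission) after 48 hr exposure of primary human leukocytes to compound together with anti-CD3 beads in the absence of co-stimulatory signals.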
A-T KAP1 phos: candidate therapy for ataxia-telangiectasia | […] A-T fibroblasts, KAP-1 phosphorylation AlphaLISA; neocarzinostatin DNA damage 30 min before lysis | Potency, µM (series often up to 57.5 µM), for the others: at the highest dose activation, hits mostly activators | actives 0.19% (n = 320,000); note: potency is the fitted concentration of half-maximal effect; % of control where 0% means no effect; nearly all actives have a fitted effect of over 45% in size
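ATM-like activity read as KAP-1 phosphorylation via AlphaLISA donor/acceptor antibody pairs after lysis and 6 hr at 25C. Cells were ATM-null patient fibroblasts ([…], hTERT), dosed 60 min, then exposed to the DSB inducer NCS for 30 min.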
TSHR antag: human thyrotropin receptor antagonism; P16473; TSHR-expressing cells, TSH-stimulated cAMP HTRF, 2 h; active compounds read low; activity change, negative = inhibition, % at 11.5 µM; actives 0.2% (n = 330,000);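 active = activity change below a set negative limit, meaning inhibition stronger than a set level, cut at about -70% in these data; inconclusive = activity change between two set negative limits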; note: % is set by controls: 0 for no effect and ±100 for the full control effect
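Cell-based HTRF cAMP assay; TSHR cells + compound, TSH EC80 (4nM final), 2 h, 37 deg C. Lysis with anti-cAMP cryptate and cAMP-d2, 30 min RT, read 665/620 nm.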
Eya2 phos inh: blocks the phosphatase activity of human Eya2; recombinant Eya2, OMFP fluorescence dephosphorylation (OMFP is methylfluorescein phosphate); actives 0.006% (n = 330,000); Potency, µM (top dose mostly 76.9 µM), without a hit: at the highest dose activity, negative = inhibition, actives largely listed as inhibitors; note: potency is the fitted concentration of half-maximal effect; % is set by controls: 0 for no effect and ±100 for the full control effect
Target sequence (O00167 whole entry, looked up): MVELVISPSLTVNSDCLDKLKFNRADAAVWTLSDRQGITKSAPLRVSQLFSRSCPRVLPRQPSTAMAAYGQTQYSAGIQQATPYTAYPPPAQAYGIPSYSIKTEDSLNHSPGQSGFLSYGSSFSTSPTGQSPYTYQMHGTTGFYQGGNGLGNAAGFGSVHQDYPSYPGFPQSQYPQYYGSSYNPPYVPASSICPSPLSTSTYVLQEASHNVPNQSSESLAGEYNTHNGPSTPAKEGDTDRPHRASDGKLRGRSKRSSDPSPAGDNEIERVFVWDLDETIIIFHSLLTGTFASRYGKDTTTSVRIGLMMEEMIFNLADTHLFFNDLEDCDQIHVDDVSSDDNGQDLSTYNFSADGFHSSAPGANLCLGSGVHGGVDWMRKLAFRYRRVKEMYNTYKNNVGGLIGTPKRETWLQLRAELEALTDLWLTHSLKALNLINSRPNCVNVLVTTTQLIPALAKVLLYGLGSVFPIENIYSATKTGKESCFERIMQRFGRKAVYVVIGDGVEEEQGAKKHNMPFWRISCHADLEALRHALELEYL
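Eya2 (0.2 uM) preincubated 10 min at ambient with compound, then OMFP substrate added at 50 uM; 10 min reaction in 50 mM HEPES pH 7.5, 50 mM NaCl, 5 uM MgCl2, 0.05% BSA, 1 mM DTT. Fluorescence read at Ex 485/Em 525 nm.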
TSG101-PTAP inh: blocks PTAP/TSG101 interaction to inhibit HIV-1 budding. Q99816. Fluorescence polarization, FITC-PTAP peptide / Tsg101 binding. Potency, µM (highest dose often 115 µM), without a hit: at the highest dose activity change, negative = inhibition, most hits filed as inhibitors. 340,000 tested, under 10 active. AID 493005; active = well fitted inhibition curve with a large enough effect in the main read-out, with a control signal flat, not every such curve was filed as active; inconclusive = small, poorly fitted or top-dose-only effect, or effect the other way, or a change in a side signal; inactive = no such curve, though single readings can be large or run the other way; note: potency is the fitted concentration of half-maximal effect; % of control where 0% means no effect
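FP read-out: FITC-PTAP peptide, 50 nM final, binding Tsg101 binding domain, 10 uM final; 20 min, r.t.; 10 mM HEPES pH 7.5, 0.15 M NaCl, 0.01% Tween 20, 3 mM EDTA, 0.1 mM TCEP.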
Starred values were filed as active, the others as inactive; u = inconclusive; x = not tested or not shown; [ ] = dose if it differs, or a comment. Unless noted, calls come from the whole dose curve; as a rule, active = well fitted curve in the direction sought with a large enough effect; inconclusive = small, poorly fitted or top-dose-only effect, or another doubt; inactive = no such curve, though single readings can be large; an effect the other way counts as inactive or inconclusive.

SMILES	ASM inhibitor	a7 integrin act	ELG1 repair inh	Mito fusion yeast	Tb PFK block	BCR signal inh	TCR act	A-T KAP1 phos	TSHR antag	Eya2 phos inh	TSG101-PTAP inh
Cc1ccc(C(=O)N/C(=C\c2cccc([N+](=O)[O-])c2)C(=O)Nc2cccc(C(=O)O)c2)cc1	1%	0%	14%	4%	8%	7%	-18%	1%	14	18%	-5%
c1cc2c(cc1NC1CCCCCC1)OCO2	0%	0%	u	-2%	-5%	u	-1%	1%	9	-17%	1%
Cc1ccccc1NC(=O)CSc1nnc(C)c(=O)[nH]1	-3%	u	-3%	-8%	-2%	1%	3%	-5%	1	0%	-1%
COc1ccccc1NC(=O)c1c(NC(=O)CCC(=O)O)sc2c1CCCCC2	8%	-1%	10%	2%	1%	3%	-3%	-2%	-15	3%	-9%
O=C(Nc1ccc(C(=O)N2CCCC2)cc1)c1ccccc1F	-3%	-1%	u	-24%	u	0%	2%	-4%	2	4%	-10%
O=c1c2ccccc2nc(/C=C/c2c[nH]c3ccccc23)n1CCO	36%[activator]	-15%	u	-4%	1%	-2%	0%	0%	0	-9%	2%
CC(C)c1nnc(NC(=O)CSc2ncn[nH]2)s1	-1%	17%	-2%	-4%	-5%	-9%	-56%	-23%	6	16%[15.4 µM]	-5%
COc1ccc2cc(CCNC(=O)C(C)(C)C)c(=O)[nH]c2c1	-1%	28%	u	-3%	3%	0%	1%[46.1 µM]	4%	0	4%	0%
CCO/C(C)=C1/SC(=S)NC1=O	5%	13%	4%	0%	2%	2%	-26%	-5%	-8	-23%	-6%
COC(=O)C(O)(CC(=O)Nc1ccc(C)c(F)c1)C(F)(F)F (centres undefined)	-5%	-15%	0%	0%	-3%	u	5%	x	-4	-1%	-6%
COC(=O)C(C)N(C(=O)c1cccc2ccccc12)c1c(C)cccc1C (centres undefined)	-1%	-34%	-25%	16%	0%	-10%	1%	0%	3	1%	-9%
Cc1cc2ncn(C(=O)N3CCOCC3)c2cc1C	2%	-2%	u	-5%	7%	u	2%	0%	7	4%	-1%
CCOC(CNc1c([N+](=O)[O-])c(=O)n(C)c(=O)n1C)OCC	2%	0%	1%	-2%	7%	2%	-4%[46.1 µM]	-6%	-5	1%	0%
COc1ncnc2sc3c(c12)CCCC3	0%	-2%	-14%	-1%	-1%	3%	-3%	-4%	19	-20%	0%
O=C1c2ccccc2NC(c2ccc([N+](=O)[O-])cc2)N1O (centres undefined)	0%	-13%	u	-1%	u	-2%	8%	-1%	-5	-1%	0%
COc1ccc(OC)c(S(=O)(=O)N2CCC(C(=O)NCCC3=CCCCC3)CC2)c1	1%	6%	-24%	-4%	-3%	7%	4%[46.1 µM]	1%	-15	-23%	-1%
COc1cccc(C(=O)NCCNC(=O)c2ccco2)c1	5%	4%	7%	10%	-3%	-6%	0%	10%	-5	3%	-2%
CCOc1ccc(S(=O)(=O)NC(C)C(=O)NCc2cccnc2)cc1 (centres undefined)	4%	16%	9%	1%	1%	6%	-3%	-6%	3	-7%	-7%
COc1cccc(C(=O)OCn2nnc3ccccc3c2=O)c1OC	4%	12%	18%	9%	-3%	-13%	-10%	-14%	-9	1%	-3%
COc1cc(/C=C/c2noc(-c3ccccc3O)n2)cc(OC)c1OC	1%	18%	u	1%	-4%	-3%	2%[46.1 µM]	-4%	-2	-7%	-4%
OCCNCc1c(OCc2ccc(Cl)cc2)ccc2ccccc12	-1%	-64%[inhibitor]	-21%	-24%	-4%	u	2%	20%	-26	-3%	-1%
CCC1CCCCN1S(=O)(=O)c1ccccc1 (centres undefined)	0%	-5%	3%	-2%	-10%	2%	2%	-5%	-2	3%	2%
CCc1ccc(NC(=O)CSc2nc(=O)n3cc(C)ccc3n2)cc1	x	2%	u	7%	-2%	u	2%	-1%	-2	4%	-5%
COCCNC(=O)C1CCCN(S(=O)(=O)c2c(C)noc2/C=C/c2cccs2)C1 (centres undefined)	18%	31%	u	2%	8%	4%	8%	-2%	1	10%	-1%
CN(C)CCN1C(=O)C(=O)/C(=C(/O)c2ccc(F)cc2)C1c1ccccc1F (centres undefined)	5%	-12%	17%	-1%	1%	12%	-10%	x	13	8%	-1%

The final 2 compounds of the section above are carried over, then new ones follow:
SMILES	ASM inhibitor	a7 integrin act	ELG1 repair inh	Mito fusion yeast	Tb PFK block	BCR signal inh	TCR act	A-T KAP1 phos	TSHR antag	Eya2 phos inh	TSG101-PTAP inh
COCCNC(=O)C1CCCN(S(=O)(=O)c2c(C)noc2/C=C/c2cccs2)C1 (centres undefined)	18%	31%	u	2%	8%	4%	8%	-2%	1	10%	-1%
CN(C)CCN1C(=O)C(=O)/C(=C(/O)c2ccc(F)cc2)C1c1ccccc1F (centres undefined)	5%	-12%	17%	-1%	1%	12%	-10%	x	13	8%	-1%
CCCCn1c(CCC(=O)O)nc2c1c(=O)[nH]c(=O)n2CCC	1%	11%	-1%	0%	0%	-3%	6%	0%	4	1%	-2%
O=C1OC(c2ccc(F)cc2)=N/C1=C\c1ccc(Br)o1	7%	9%	6%	-7%	-6%	1%	-4%	-2%	11	u	0%
O=C(C1=COCCO1)N(Cc1nnc(-c2ccccc2Cl)o1)C1CC1	2%	-26%	u	7%	3%	-8%	-8%	0%	-1	5%	-2%
CCCC(=O)Nc1nc2ccc(NC(=O)c3ccc(Br)o3)cc2s1	u	15%	u	u	-1%	0%	5%	1%	9	-28%	1%
CC(=O)c1c(C)[nH]c(-c2ccccc2)nc1=S	-3%	27%	-1%	10%	-1%	-5%	13%	-1%	-2	15%	-7%
O=C(NCc1ccccc1Cl)C1CCN(c2ncnc3c2nc2n3CCCCC2)CC1	4%	-42%[inhibitor]	u	-7%	0%	-5%	6%	5%	-17	0%	-4%
O=C1/C(=C\c2ccccc2Cl)SC(=S)N1CCC(=O)N1CCCc2ccccc21	-2%	-2%	-1%	-3%	-4%	0%	4%	6%	5	2%	-4%
CC(C)(C)c1cc(NC(=O)COC(=O)c2ccc3c(=O)n4c(nc3c2)CCC4)n(-c2ccccc2)n1	-6%	-15%	15%	-5%	1%	u	-2%	0%	16	4%	-9%
FC(F)(F)c1cc(-c2ccccc2)nc(NC2CCCC2)n1	4%	-21%	2%	0%	5%	u	5%	17%	-12	-9%	-1%
CSc1ncccc1C(=O)OCC(=O)NC(C)C	-1%	-39%	-18%	10%	-1%	-19%	1%	1%	-5	-6%	-4%
Cc1cc(C(=O)Nc2cccc(S(=O)(=O)N3CCCCC3)c2)c2ccccc2n1	-3%	-10%	-3%	-6%	0%	-9%	-3%	0%	-26	10%	-1%
Cc1ccc(-c2nnn(CC(=O)N(Cc3ccco3)C(C(=O)NC3CCCC3)c3cccs3)n2)o1 (centres undefined)	-5%	-12%	14%	-2%	-1%	-4%	-1%[46.1 µM]	-3%	4	6%	2%
C/C=C(/C)C(=O)Nc1cccc(C2=NOC3(C2)C[C@H](C(N)=O)N(C(=O)COc2ccc(Cl)cc2)C3)c1 (some centres undefined)	-3%	-11%	u	-1%	4%	-11%	15%	42%	32	5%	14%
CC1CCCC(NC(=O)CSc2nnc(N)s2)C1C (centres undefined)	1%	-14%	0%	4%	-4%	4%	-5%	13%	37	3%	-6%
CCCCN(C(=O)CSc1nn(-c2ccc(F)cc2)c(=S)s1)c1c(N)n(CCCC)c(=O)[nH]c1=O	85%[activator]	-1%	-19%	-4%	-1%	2%	2%	-7%	-8	-9%	-3%
Cc1cnc([N+](=O)[O-])n1CCOC(=O)NC(=O)c1ccc(C(F)(F)F)cc1	5%	-16%	2%	1%	0%	u	-7%	3%	1	u	-3%
Cc1cccc(/C=N/NC(=O)NC2CCCCC2)c1	-2%	4%	u	19%	3%	u	-1%[46.1 µM]	x	-27	-9%	-3%

An unsorted share of the library; about 3.2% have a hit in one of these screens.
